Source: PubChem
PGK inhibitor: qHTS Assay to Find Inhibitors of Phosphoglycerate Kinase | Potency, µM (top dose mostly 57.5 µM), without a hit: at the top dose activity change, negative = inhibition, actives largely listed as inhibitors | Phosphoglycerate kinase, glycosomal (Trypanosoma brucei brucei), P07378 | AID 602233, 2012 | PGK/GAPDH coupled, Kinase-Glo luminescence, 60 min | actives 0.043% (n = 380,000); note: % is set by controls: 0 for no effect and ±100 for the full control effect; nearly all actives have a fitted effect of over 60% in size
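Luminescent ATP detection (Kinase-Glo Plus) follows a 60-minute room-temperature incubation, with wells lacking PGK as controls. Buffer: 100 mM TEA (pH 7.6), 5 mM MgCl2, 0.01% Tween-20. Coupling enzyme GAPDH (100 nM final) supplies unstable 1,3-BPG in-well.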
POLI inh: qHTS for Inhibitors of Polymerase Iota | Potency, µM (titrated, usually from 115 µM), without a hit: at the highest dose activity, negative = inhibition, usual class: inhibitors | Pol iota fluorescent replication assay, 10 min | DNA polymerase iota (Homo sapiens), Q9UNA4 | actives 1% (n = 390,000)
Target sequence (Q9UNA4 whole entry, looked up): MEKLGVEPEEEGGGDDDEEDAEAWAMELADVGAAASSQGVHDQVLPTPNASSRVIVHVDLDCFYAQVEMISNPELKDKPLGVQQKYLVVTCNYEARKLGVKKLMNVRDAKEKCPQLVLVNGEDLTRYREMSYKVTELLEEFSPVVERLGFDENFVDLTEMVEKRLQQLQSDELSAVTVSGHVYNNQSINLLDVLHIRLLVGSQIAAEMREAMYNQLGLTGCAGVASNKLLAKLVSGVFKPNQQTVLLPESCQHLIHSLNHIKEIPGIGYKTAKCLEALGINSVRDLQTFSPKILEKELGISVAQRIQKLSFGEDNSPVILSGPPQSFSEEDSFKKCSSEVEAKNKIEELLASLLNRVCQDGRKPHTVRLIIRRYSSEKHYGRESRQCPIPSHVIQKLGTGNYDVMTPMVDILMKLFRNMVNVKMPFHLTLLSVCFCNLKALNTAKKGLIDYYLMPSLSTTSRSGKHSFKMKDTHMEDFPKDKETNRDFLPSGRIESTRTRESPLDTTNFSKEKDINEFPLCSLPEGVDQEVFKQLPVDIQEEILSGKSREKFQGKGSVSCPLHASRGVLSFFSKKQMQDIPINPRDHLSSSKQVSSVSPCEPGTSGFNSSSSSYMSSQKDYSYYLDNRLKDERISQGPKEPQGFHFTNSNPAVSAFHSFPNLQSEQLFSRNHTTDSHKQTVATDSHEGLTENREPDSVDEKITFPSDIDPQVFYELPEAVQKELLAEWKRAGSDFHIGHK
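Fluorescent replication assay read twice, at 0 min and 10 min after adding 50 nM (final) substrate. Enzyme (10 nM) and compounds were first incubated 15 min at room temperature; enzyme-free buffer wells were negative controls.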
BLM inh: qHTS Assay for Inhibitors of Bloom's syndrome helicase (BLM); Potency, µM (doses to about 56.1 µM), for inactives: top-dose activity change, negative = inhibition, actives largely listed as inhibitors; RecQ-like DNA helicase BLM (Homo sapiens), P54132; actives 0.2% (n = 350,000); recombinant BLM DNA unwinding, fluorescence dequenching; AID 2528, 2010;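 note: plate controls were vehicle for no effect and no enzyme for full effect; nearly all actives have a fitted effect of over 35% in size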
GLS inhibitor: qHTS for Inhibitors of Glutaminase (GLS). Glutaminase kidney isoform, mitochondrial (Homo sapiens), O94925. GLS enzymatic activity, qHTS titration. Potency, µM (titrated, usually from 45.5 µM), inactives show at the highest dose activity change, negative = inhibition, actives largely listed as inhibitors. actives 0.21% (n = 410,000). AID 624170, 2012; note: % is set by controls: 0 for no effect and ±100 for the full control effect
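Enzyme dispensed in phosphate buffer (45 mM, pH 8.2, 0.02% Tween-20), compounds pinned in, then 1 mM L-glutamine solution and the glutamate oxidase–HRP–Amplex Red mix added; fluorescence read immediately and again after 30 min at room temperature.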
JMJD2A Tudor inh: qHTS Assay for Inhibitors of JMJD2A-Tudor Domain; Potency, µM (highest dose often 114 µM), for inactives: at the top dose activity change, negative = inhibition, most hits filed as inhibitors; AID 504339, 2011; AlphaScreen JMJD2A-Tudor / H3K4me3 peptide binding; actives 4.4% (n = 390,000); note: % is set by controls: 0 for no effect and ±100 for the full control effect; nearly all actives have a fitted effect of over 50% in size
G9a block: qHTS Assay for Inhibitors of Histone Lysine Methyltransferase G9a. AID 504332, 2011. G9a H3K9 monomethylation, AlphaScreen, 2 h. Histone-lysine N-methyltransferase EHMT2 (Homo sapiens), Q96KQ7. actives 8.8% (n = 350,000). Potency, µM (highest dose often 102 µM), for the others: top-dose activity, negative = inhibition, hits mostly inhibitors; note: % is set by controls: 0 for no effect and ±100 for the full control effect; nearly all actives have a fitted effect of over 75% in size
Target sequence (Q96KQ7 913-1193 limits assumed): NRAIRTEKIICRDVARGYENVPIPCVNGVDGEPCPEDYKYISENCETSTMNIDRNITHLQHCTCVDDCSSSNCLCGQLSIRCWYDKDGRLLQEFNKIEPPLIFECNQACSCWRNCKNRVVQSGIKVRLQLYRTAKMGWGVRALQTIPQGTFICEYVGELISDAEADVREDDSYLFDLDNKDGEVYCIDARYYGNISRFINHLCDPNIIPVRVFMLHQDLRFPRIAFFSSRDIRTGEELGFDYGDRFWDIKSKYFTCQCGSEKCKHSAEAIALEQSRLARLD
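G9a (20 nM) was preincubated 15 min with compound, then reacted 2 h at room temperature with 500 nM biotin-H3K9 peptide and 20 µM SAM. Monomethyl-H3K9 detected by AlphaScreen using anti-H3K9me1 antibody.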
BAZ2B inh: qHTS Assay for Inhibitors of BAZ2B; Bromodomain adjacent to zinc finger domain protein 2B (Homo sapiens), Q9UIF8; Potency, µM (titrated, usually from 114 µM), inactives show top-dose activity change, negative = inhibition, usual class: inhibitors; actives 4.4% (n = 360,000); AlphaScreen BAZ2B-H3K14Ac peptide displacement; note: % is set by controls: 0 for no effect and ±100 for the full control effect; nearly all actives have a fitted effect of over 60% in size
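BAZ2B (50 nM) with biotin-H3(5-23)K14Ac peptide (50 nM) in PBS pH 7.4, 0.01% Tween-20, preformed 30 min, then compound 30 min at room temperature; top concentration 110uM. AlphaScreen streptavidin donor/nickel chelate acceptor beads (10 ug/mL final), 20 min dark, signal read.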
HP1b binding inh: HTS for Inhibitors of HP1-beta Chromodomain Interactions with Methylated Histone Tails; Chromobox protein homolog 1 (Homo sapiens), P83916; AlphaScreen HP1-beta / biotin-H3K9me3 peptide binding; Potency, µM (doses to about 114 µM), without a hit: at the highest dose activity change, negative = inhibition, actives largely listed as inhibitors; actives 0.56% (n = 390,000); note: nearly all actives have a fitted effect of over 70% in size; inactives centre near 23
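AlphaScreen: HP1-beta (50 nM) preformed 30 min with biotin-H3(1-18)K9me3 peptide (50 nM) in PBS pH 7.4, 0.01% Tween-20. Compound added for 30 min at RT, then streptavidin donor/nickel chelate acceptor beads (10 ug/mL) for 30 min.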
Pin1 inhibitor: qHTS Assay to Find Inhibitors of Pin1. Peptidyl-prolyl cis-trans isomerase NIMA-interacting 1 (Homo sapiens), Q13526. Pin1 FP peptide displacement, HiFluor488, 10 min. Potency, µM (highest dose often 115 µM), without a hit: at the top dose activity, negative = inhibition, most hits filed as inhibitors. actives 0.009% (n = 390,000); active = well fitted inhibition curve with a large enough effect in the polarisation, with a control signal flat, not every such curve was filed as active; inconclusive = small, poorly fitted or top-dose-only effect, or effect the other way, or a change in a side signal; inactive = no such curve, though single readings can be large or run the other way; the % refers to the polarisation; note: % is set by controls: 0 for no effect and ±100 for the full control effect
* = called active by the depositor; i = inactive; u = inconclusive; x = no result given; & = joins results of further samples; [ ] = dose if it differs, or a comment. Unless noted, calls come from the whole dose curve; as a rule, active = well fitted curve in the direction sought with a large enough effect; inconclusive = small, poorly fitted or top-dose-only effect, or another doubt; inactive = no such curve, though single readings can be large; an effect the other way counts as inactive or inconclusive. Potency is the fitted concentration of half-maximal effect. This is a subset. The share of hits here may be higher or lower than overall.

Labels used below: A = PGK inhibitor; B = POLI inh; C = BLM inh; D = GLS inhibitor; E = JMJD2A Tudor inh; F = G9a block; G = BAZ2B inh; H = HP1b binding inh; I = Pin1 inhibitor
CC(C)c1ccc(N2C(=O)NC(=O)/C(=C/c3cnc(-c4ccccc4)nc3)C2=O)cc1
  A: 6%	B: 2%	C: -1%	D: 4%	E: 89µM*	F: 3.5µM*	G: u	H: -5%	I: u

O=c1c2ccccc2nc(-c2ccco2)n1-c1ccncc1
  A: 1%	B: 9%	C: -2%	D: 1%	E: 6%	F: 0%[59 µM]	G: -1%	H: 33%	I: 1%

NC(N)=N/N=C/c1ccc(N(c2ccccc2)c2ccccc2)cc1
  A: 1%	B: 7%	C: 70%[activator]	D: -4%	E: u	F: -6%[2.33 µM]	G: -20%	H: 20%	I: u

O=C1C2CCCN2C(c2ccncc2)N1c1ccc(Cl)c(Cl)c1 (stereo not drawn)
  A: -2%	B: -9%	C: -2%	D: -6%	E: -29%	F: u	G: 6%	H: -2%	I: 3%

CCCCCn1c(=O)c(C(=O)NC(C)c2ccccc2)c(O)c2ccccc21 (stereo not drawn)
  A: 1%	B: 111%[activator]	C: -8%	D: 4%	E: 78%[activator]	F: x	G: -2%	H: 136%[activator]	I: -1%

CC1CCC(N2CCN(C(=O)COc3ccccc3)CC2)CC1 (stereo not drawn)
  A: -1%	B: 135%[activator]	C: -1%	D: -3%	E: 4µM*	F: 11µM*	G: 50µM*	H: -18%	I: -4%

Cc1ccc(-c2nc3ccccc3c(=O)n2-c2ccc(O)cc2)cc1
  A: 0%	B: 2%	C: 1%	D: 5%	E: -10%	F: u	G: -29%	H: 34%	I: -2%

Cc1cc(C)cc(Oc2nc3ccccn3c(=O)c2/C=C(\C#N)c2nc3ccccc3s2)c1
  A: -9%	B: 24%	C: -6%	D: 28%	E: -12%	F: 3.5µM*	G: -18%	H: 50%[activator]	I: -12%

COc1cc([C@@H]2c3cc4c(c(O)c3C[C@H]3COC(=O)[C@@H]32)OCO4)cc(OC)c1OC
  A: x	B: 22%	C: x	D: x	E: -26%	F: x	G: x	H: 25%	I: 2%

COc1cc(OC)c2c(c1)O[C@@H](c1ccc(OC)c(OC)c1)[C@H](O)C2
  A: 3%	B: 2%	C: 1%	D: 1%	E: -20%	F: -12%[0.501 µM]	G: 8%	H: 23%	I: 5%

3 of these compounds, set out differently:
canonical_smiles	PGK inhibitor	POLI inh	BLM inh	GLS inhibitor	JMJD2A Tudor inh	G9a block	BAZ2B inh	HP1b binding inh	Pin1 inhibitor
O=C1C2CCCN2C(c2ccncc2)N1c1ccc(Cl)c(Cl)c1 (stereo not drawn)	-2%	-9%	-2%	-6%	-29%	u	6%	-2%	3%
CCCCCn1c(=O)c(C(=O)NC(C)c2ccccc2)c(O)c2ccccc21 (stereo not drawn)	1%	111%[activator]	-8%	4%	78%[activator]	x	-2%	136%[activator]	-1%
CC1CCC(N2CCN(C(=O)COc3ccccc3)CC2)CC1 (stereo not drawn)	-1%	135%[activator]	-1%	-3%	4µM*	11µM*	50µM*	-18%	-4%

The list goes on:
Labels used below: A = PGK inhibitor; B = POLI inh; C = BLM inh; D = GLS inhibitor; E = JMJD2A Tudor inh; F = G9a block; G = BAZ2B inh; H = HP1b binding inh; I = Pin1 inhibitor
CCOP(=S)(OCC)SCC(=O)NC(C(=O)O)C(C)C (stereo not drawn)
  A: 6%	B: 10%	C: -1%	D: u	E: -14%	F: -1%[12.7 µM]	G: -6%	H: 57%[activator]	I: -2%

C#CCOc1ccc(Br)cc1C(c1c(C)[nH][nH]c1=O)c1c(C)[nH][nH]c1=O
  A: 5%	B: 18%	C: -5%	D: 14%	E: 0%	F: -3%	G: -18%	H: 43%[activator]	I: -5%

COc1ccc(NC(=O)CSc2oc(-c3cccs3)nc2S(=O)(=O)c2ccccc2)c(OC)c1
  A: 8%	B: u	C: -4%	D: 2%	E: u	F: u	G: -19%	H: u	I: 34%[activator]

COc1ccc(C2SCC(=O)Nc3c2c(C)nn3-c2ccccc2)cc1OC (stereo not drawn)
  A: i	B: 0%	C: -1%	D: x	E: 11%	F: -5%	G: 10%	H: 25%	I: -5%

CC(=Nc1c(C)n(C)n(-c2ccccc2)c1=O)c1c(O)n(Cc2ccccc2)c(=O)[nH]c1=O
  A: -6%	B: 15%	C: -2%	D: 4%	E: -29%	F: x	G: 4%	H: 25%	I: 3%

O=c1[nH]c(=O)n(CCC2=CCCCC2)c(O)c1C=NCc1cccnc1
  A: 8%	B: -1%	C: -2%	D: 10%	E: -4%	F: 50µM*	G: -1%	H: 26%	I: -6%

CC/C(=C(\c1ccc(O)cc1)c1ccc(OCCN(C)C)cc1)c1ccccc1
  A: -10%	B: 32%[activator]	C: -30%	D: 8%	E: 56µM*	F: u	G: 45µM*	H: -21%	I: 7%

CCN(CC)P(=O)(NC(=O)C(Cl)(Cl)Cl)N(CC)CC.[Cl-].[Cl-].[Cl-].[Nd+3]
  A: u	B: u	C: -18%	D: -21%&3%	E: -8%&-11%	F: -17%	G: -34%	H: 5%&11%	I: u

C#CCNc1ccncc1S(=O)(=O)NC(=O)NC(C)C
  A: i	B: -1%	C: 2%	D: 5%	E: 50µM*	F: u	G: -9%	H: 24%	I: 0%

O=C(c1ccc2c(c1)ncn2C1CCCCCC1)N1CCC2(CC1)OCCO2
  A: 1%	B: 9%	C: 0%	D: 6%	E: -35%	F: x	G: 2%	H: 36%	I: -2%

CCCOc1ccc(C2SCC(=O)Nc3c2c(C)nn3-c2cccc(C)c2)cc1OC (stereo not drawn)
  A: x	B: -10%	C: -3%	D: 6%	E: -33%	F: -34%[59 µM]	G: -29%	H: 12%	I: -1%

COC(=O)NC(=C(Cl)Cl)P(=O)(c1ccccc1)c1ccccc1
  A: -3%	B: 14%	C: -3%	D: 17%	E: -7%	F: 2%	G: 6%	H: 33%	I: -16%

CCNC(=S)N1CCn2cccc2C1c1cccnc1 (stereo not drawn)
  A: -2%	B: 54%[activator]	C: -4%	D: -9%	E: -13%	F: u	G: -37%	H: 5%	I: 0%

COC(=O)C1=C(c2c(C)noc2C)C[C@@H]2CC[C@H]1N2C(=O)NCCOc1ccc(OC)cc1
  A: -1%	B: 10%	C: x	D: 5%	E: -13%	F: 11%[0.501 µM]	G: 11%	H: 32%	I: -4%

CCC(=O)N1N=C2C3CCN(CC3)C2C1c1ccc(C)cc1 (stereo not drawn)
  A: i	B: 20%	C: 4%	D: 3%	E: 0%	F: 5%	G: -3%	H: 43%[activator]	I: -3%

COc1cc2nc(CN3CC=C(c4ccccc4)CC3)[nH]c(=O)c2cc1OC
  A: 5%	B: 54%[activator]	C: x	D: 9%	E: 0%	F: x	G: x	H: 9%	I: 3%

COc1cccc(-c2nc3ccc(N4CCN(C)CC4)cc3[nH]2)c1
  A: -11%	B: 59%[activator]	C: 0%	D: 24%	E: u	F: 45µM*	G: u	H: 4%	I: 0%

CCOC(=O)C1=C(N)Oc2cc(C)oc(=O)c2C12C(=O)N1c3c(cccc32)C(C)=CC1(C)C (stereo not drawn)
  A: 4%	B: 19%	C: -4%	D: 2%	E: -16%	F: 8%[12.7 µM]	G: -7%	H: 7%	I: 0%

O=C(NNC(=O)C12CC3CC(CC(C3)C1)C2)c1ccccc1F
  A: 1%	B: 120%[activator]	C: -1%	D: 2%	E: 9%	F: 8%[59 µM]	G: 11%	H: 32%	I: -7%

C=CCn1c(O)c(C(CC)=Nc2ccccc2NC(=O)CC)c(=O)[nH]c1=O
  A: -6%	B: 5%	C: -5%	D: 5%	E: -11%	F: u	G: u	H: 34%	I: -1%

COc1ccccc1CC(=O)Nc1ccc2c(c1)OC1(CCCC1)O2
  A: -7%	B: -19%	C: x	D: -10%	E: u	F: x	G: x	H: u	I: 2%

Cc1nn(Cc2ccc(Cl)cc2Cl)c(Cl)c1C(=O)Nc1ccc(OC(F)F)cc1
  A: -1%	B: -1%	C: 2%	D: -12%	E: 3%	F: u	G: 4%	H: 18%	I: 3%

CC(C)CCN1CCN(Cc2c(F)cccc2Cl)CC1CCO (stereo not drawn)
  A: i	B: -18%	C: -1%	D: -1%	E: -16%	F: 8%	G: 1%	H: 4%	I: -8%

CC(=NCc1ccc2c(c1)OCO2)c1c(O)n(-c2ccccc2)c(=O)[nH]c1=O
  A: -4%	B: 5%[58.9 µM]	C: -1%	D: 11%	E: -12%	F: -1%	G: -3%	H: -6%	I: 7%

O=C(Nc1ccc2c(c1)OCO2)c1cccn(Cc2ccc(F)cc2)c1=O
  A: 2%	B: 4%	C: -8%	D: -8%	E: -22%	F: u	G: u	H: 20%	I: -4%

COP(=O)(Cc1ccc(C#N)o1)OC
  A: 4%	B: 2%[58.9 µM]	C: -2%	D: 0%	E: -1%	F: u	G: 0%	H: 30%	I: 1%

OC(c1ccncc1)(c1ccc(F)cc1)c1ccc(F)cc1
  A: 1%	B: 8%	C: -6%	D: 1%	E: -2%	F: 4%[59 µM]	G: 5%	H: 33%	I: -4%

O=C(Nc1ccon1)c1cccn(Cc2ccccc2)c1=O
  A: 5%	B: 4%	C: 0%	D: -1%	E: -3%	F: 8%[59 µM]	G: 7%	H: 36%	I: -4%

C=CCn1c(O)c(/C=C/C=Nc2ccccc2)c(=O)[nH]c1=O
  A: i	B: u	C: 0%	D: 9%	E: -15%	F: 5%[59 µM]	G: 8%	H: 22%	I: u
